Screens from PubChem.
AI-2 QS mod: Vibrio harveyi AI-2 quorum sensing modulators, primary screen, JMH597 strain, luminescence/OD600 ratio. 0.4% of 300,000 active. Vibrio harveyi JMH597 AI-2 luminescence/OD600 ratio, 9 h; hits give low values; strain lacks LuxN and CqsS sensors; 0 = neutral-control median. activity change, % at 7.5 µM. AID 2094, 2009; in the data active = activity change below about -75%, passing the limit was not always enough; inconclusive = no clear call, values can overlap the other calls;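 also: luminescence divided by OD600 gain over 9 h not by final OD600 alone; inactives centre near 13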
HDAC3 inhib: HDAC3 deacetylase inhibitors, primary screen, biochemical, fluorescence, cell-free homogeneous; 0.15% of 320,000 active; AID 2718, 2010; inhibition, % at 8.3 µM; recombinant HDAC3, fluorogenic peptide/trypsin coupled; Histone deacetylase 3 (Homo sapiens), O15379; in the data active = inhibition above about 26%, passing the limit was not always enough; inconclusive = no clear call, values can overlap the other calls
Target sequence (O15379 whole entry, looked up): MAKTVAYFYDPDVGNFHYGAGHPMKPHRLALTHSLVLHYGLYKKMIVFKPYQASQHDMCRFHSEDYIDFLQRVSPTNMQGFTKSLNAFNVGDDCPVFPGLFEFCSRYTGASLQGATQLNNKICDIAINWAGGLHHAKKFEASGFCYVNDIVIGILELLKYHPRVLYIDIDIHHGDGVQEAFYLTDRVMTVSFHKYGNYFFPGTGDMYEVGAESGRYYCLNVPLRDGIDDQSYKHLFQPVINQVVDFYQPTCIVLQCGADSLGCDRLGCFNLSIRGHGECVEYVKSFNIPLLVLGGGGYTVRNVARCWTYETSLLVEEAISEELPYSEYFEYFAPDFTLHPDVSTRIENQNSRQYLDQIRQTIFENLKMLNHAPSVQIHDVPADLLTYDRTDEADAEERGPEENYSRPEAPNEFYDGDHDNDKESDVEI
HSF1 activator: HSF-1 activators, primary screen, NIH3T3-HGL cells, MG132 stress, luminescence, single point. NIH3T3-HGL HSF-1 luciferase reporter, 8 h; 100% = twice DMSO control signal. activation, % at 9 µM. 1.7% of 300,000 active. AID 504408, 2011;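 active = mean replicate activation of at least 50% with a set share of replicates each reaching 50%; inconclusive = only one of those two conditions met; inactive = mean below 50% and too few replicates reaching it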;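 also: 0% = median of the neutral control wells and 100% = twice that signal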
Platelet DG rel: inhibitors of platelet dense granule secretion, primary screen, cell-based, MLPCN, human platelets; human platelet-rich plasma, SFLLRN dense granule ATP release, luminescence; inhibition, %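 (compounds screened at 7.5 µM in platelet-rich plasma)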; 0.22% of 300,000 active; AID 1663, 2009;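 active = mean replicate score, as percent of positive control, at or above 50; inconclusive = mean below 50 but at least one replicate at or above 50; inactive = mean and every replicate below 50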
HIF act: HIF pathway transcriptional activators, primary screen, cell-based, U2OS HRE-luciferase, luminescence. activation, % at 7.5 µM (by protocol). U2OS HRE-luciferase reporter; normalized: DMSO 0%, desferrioxamine 100%. 0.32% of 300,000 active;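 active = mean activation of at least 10% of the iron chelator positive control signal, with at least half of replicates also reaching 10%; inconclusive = mean and replicate majority disagree about reaching 10%; inactive = mean and most replicates under 10%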
aSyn 5UTR inh: MLPCN primary screen, SNCA 5' untranslated region. alpha-synuclein 5'UTR reporter, inhibitor activity. inhibition, % (tested at 7.5 µM). 0.82% of 300,000 active; in the data active = inhibition above about 60%; inconclusive = no clear call, values can overlap the other calls;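 also: H4 neuroglioblastoma cells stably carrying SNCA 5'UTR luciferase fusion; 0% = DMSO wells and 100% = positive control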
HSP90 refold inh: HSP90 inhibitors, primary screen, cell lysate, luminescence; Heat shock protein HSP 90 (rabbit reticulocyte lysate; luciferase refolding); Rabbit reticulocyte lysate, luciferase refolding luminescence, 3 h; inhibition, % at 5.6 µM; 0.91% of 290,000 active; AID 1789, 2009;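 active = inhibition above the screen-wide mean plus 3 SD, computed separately per campaign, cut at about 16% in these data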;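 also: 0% = DMSO wells and 100% = 60 µM geldanamycin wells; inhibitors lower the luminescence because luciferase stays unfolded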
HSF1 inhib: HSF1 inhibitors in luciferase reporter cells, primary screen, cell-based, NIH3T3, luminescence | NIH3T3-HGL HSE-luciferase, MG132-induced, luminescence 8 h; hits give low values | activity change, negative = inhibition, % at 7.5 µM (by protocol) | 0.77% of 300,000 active | AID 2098, 2009;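 active = more than half of replicate wells show activity change below -50%, luminescence cut by over half; inconclusive = some wells, but at most half, below -50%; inactive = no replicate well below -50%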;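 also: luciferase reports HSF-1 transcriptional activity via heat shock element; 0% = median of DMSO wells and -100% = zero luminescence signal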
IEC-6 tox: cytotoxicity in IEC-6 intestinal epithelial cells, primary screen, cytotoxicity control for KLF5 inhibitor project, cell-based, luminescence. inhibition, % at 5 µM. IEC-6 cytotoxicity, luminescence viability. 0.78% of 290,000 active; in the data active = inhibition above about 22%;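 also: 0% = plate median of test compound wells and 100% = cytotoxic reference compound wells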
KLF5 inhibitor: KLF5 expression inhibitors, primary screen, DLD-1 cells, luminescence; 0.23% of 290,000 active; AID 1700, 2009; inhibition, % at 5 µM; DLD-1 KLF5 promoter-luciferase reporter;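 active = inhibition above a per-plate limit of that plate's mean compound inhibition plus 3 SD, cut at about 60% in these data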;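 also: 0% = DMSO wells and 100% = LY294002 at 200 µM; higher means less KLF5 promoter-driven luciferase light; inactives centre near -14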
* = called active by the depositor; ? = inconclusive; / = no result given.

SMILES	AI-2 QS mod	HDAC3 inhib	HSF1 activator	Platelet DG rel	HIF act	aSyn 5UTR inh	HSP90 refold inh	HSF1 inhib	IEC-6 tox	KLF5 inhibitor
O=C(NCC12CC3CC(CC(C3)C1)C2)c1nc2ncccn2n1	9	-9	-6	2	-0.3	8	10	-6	6	5
COc1ccccc1-n1c(SCC(=O)Nc2cccc(C(=O)O)c2)nnc1-c1ccccc1C	20	1	9	0	0.2	2	-4	4	-5	-31
O=c1c2cc(NC(=S)NC3CCN(Cc4ccccc4)CC3)ccc2nc2n1CCCCC2	18	2	1	6	0.1	-25	-1	1	2	5
Cc1cc(OCc2cc(C(=O)N(C)CC3CCOCC3)no2)cc(C)c1Cl	4	?	23	-3	1.6	-72	-9	10	0	-54
CCOc1ccc(C2Nc3ccccc3C(CC)(CC)O2)cc1 (stereo not drawn)	-2	6	-6	2	-0.2	14	7	-7	4	-10
C=CCc1cc(OC)ccc1OCCOCCC(C(=O)OCC)C(=O)OCC	-2	13	1	-30	0.4	16	-3	1	-1	0
Cn1nccc1C(=O)N/N=C/c1c(O)ccc2ccccc12	4	2	4	-1	101*	92*	-5	1	98*	57
COC(=O)c1ccc2nc(NC(=O)C3CCCCC3)sc2c1	-3	3	5	-9	2.4	-105	18*	-8	-6	-78
CC1(C)CC(=O)C(C(c2ccc(F)cc2)C2C(=O)CC(C)(C)CC2=O)C(=O)C1	4	-4	21	-20	-0.7	-9	-4	-9	-6	-6
Cc1ccc2c(c1)cc(C)c1nnc(SCC(=O)NCc3ccco3)n12	12	-3	3	3	-0.2	9	-1	13	0	-38
O=[N+]([O-])c1ccc(CSc2nnc(-c3cnccn3)o2)cc1	-13	7	16	4	0.1	-25	1	11	-1	-33
Cn1cc(Br)c(C(=O)NNC(=O)Cc2ccc(Cl)cc2)n1	25	2	-12	2	0.0	-15	-3	-5	6	-2
CC1=C(C(=O)OCc2ccccc2)C(c2ccccc2)NC(=O)N1CCCCCC(=O)O (stereo not drawn)	18	-1	-15	2	-0.8	5	0	6	2	-16
O=C(CSc1ccc(F)cc1)NCCc1ccc(Cl)cc1	5	-3	19	-2	0.5	7	2	6	4	-10
Cc1ccc(-n2c(SCC(=O)Nc3ccc(N4CCOCC4)cc3)nc3ccccc3c2=O)cc1	17	3	-3	7	-20	23	3	6	-4	-11
O=C(COC(=O)c1c2c(nc3ccccc13)/C(=C/c1ccco1)CC2)NC1CCCC1	14	/	-4	14	-0.2	-29	-1	-1	-8	-32
COC(=O)c1ccc(NC(=S)NC2CCCCC2C)cc1 (stereo not drawn)	12	10	-10	-3	-0.1	-16	0	-5	-3	-24
CCOCCOC(=O)C1=C(C)N(C)C(=O)NC1c1ccccc1F (stereo not drawn)	3	8	-9	-2	0.5	7	-5	4	-4	-41
COc1cccc(N(CC(=O)Nc2cccc(F)c2)S(C)(=O)=O)c1	20	0	23	2	-1.0	6	2	-3	2	-20
S=C(NN=C1CCCCCC1)Nc1ccc(Cl)cc1	21	-2	-8	-5	0.8	-71	5	1	3	-23
COc1ccc(C(=O)OCC(O)COC(=O)c2ccc(OC)cc2)cc1	-4	1	4	8	-0.2	-3	/	5	/	/
CCOCCCNC(=O)Cn1cc2c(n1)CCCC2	6	-5	-7	0	-0.1	5	-2	-6	3	20
Cc1ccc2c(c1)nnn2C1CCN(C(=O)c2ccccc2F)CC1	11	3	-6	1	-0.1	32	1	-1	4	3
CNc1oc(Cc2cccc3ccccc23)nc1C#N	24	-1	21	0	-0.8	4	0	10	9	4
CCSc1ccccc1C(=O)NCc1ccco1	9	-2	-3	11	0.1	9	1	-4	14	-43
O=C(NCc1cccnc1)C1CCCN(S(=O)(=O)c2ccccc2)C1 (stereo not drawn)	18	3	-6	-1	-0.5	29	3	2	3	-29
COc1cc(C(=O)OCC(=O)NC2CCCCCC2)ccc1OCC(C)C	11	10	-12	7	0.0	3	/	-10	/	/
Cc1cc(OCCSc2nnc(-c3cccs3)n2C)ccc1Cl	2	4	-5	4	0.2	-21	-4	2	-4	-27
OCCn1c(-c2ccc(F)cc2)csc1=Nc1ccccc1	3	3	6	13	1.5	-36	-1	11	2	-3
CCC(C)[C@H](N)c1cn([C@@H](CCCCN)C(=O)N2CCNCC2)nn1 (stereo partly drawn)	27	0	-5	5	0.4	14	0	-3	1	3
COc1ccccc1OCCSc1nnc(C)n1-c1ccccc1	9	-2	8	-4	1.2	-6	3	-4	-5	-17
COc1ccccc1N(C(=O)CN1C(=O)c2ccccc2S1(=O)=O)C(C(=O)NCC1CCCO1)c1ccc(F)cc1 (stereo not drawn)	14	0	12	14	0.1	16	-1	-8	0	-6
Cc1ccc(NC(=S)N2CCN(Cc3ccccc3)CC2)cc1	1	-2	-6	-1	1.8	-17	0	9	-5	-24
COC(=O)c1ccc(N=C2S/C(=C\c3cc(C)n(-c4cccnc4)c3C)C(=O)N2C)cc1	12	-2	0	8	-0.1	8	0	2	2	9
O=C(O)CCc1nc2ccccc2c(=O)[nH]1	24	0	4	-12	-9.8	0	2	-9	-3	2
CN(c1ccc(OCC(=O)OCC(=O)Nc2ccc(F)cc2)cc1)S(=O)(=O)c1ccc(Cl)cc1	16	6	-2	-5	0.1	12	1	-1	0	-30
CCCN(CCC)Cc1c(C(=O)N/N=C/CCc2ccccc2)nnn1-c1nonc1N	29	1	-7	11	-0.3	15	2	-7	1	16
CSc1ncccc1C(=O)NCCc1ccccc1F	7	1	-22	10	0.0	-15	1	0	4	-35
N#CCCN1CCN(S(=O)(=O)c2ccc(S(=O)(=O)NC3CC3)cc2)CC1	17	-8	-2	9	0.4	7	-2	2	9	22
Cc1ccc(NC(=O)COC(=O)CNC(=O)C2CCCCC2)c(Br)c1	6	-4	-21	11	-0.5	-44	0	-7	-3	-4

Some of the entries so far, with bars between the fields.
SMILES | AI-2 QS mod | HDAC3 inhib | HSF1 activator | Platelet DG rel | HIF act | aSyn 5UTR inh | HSP90 refold inh | HSF1 inhib | IEC-6 tox | KLF5 inhibitor
O=C(NCc1cccnc1)C1CCCN(S(=O)(=O)c2ccccc2)C1 (stereo not drawn) | 18 | 3 | -6 | -1 | -0.5 | 29 | 3 | 2 | 3 | -29
COc1cc(C(=O)OCC(=O)NC2CCCCCC2)ccc1OCC(C)C | 11 | 10 | -12 | 7 | 0.0 | 3 | / | -10 | / | /
Cc1cc(OCCSc2nnc(-c3cccs3)n2C)ccc1Cl | 2 | 4 | -5 | 4 | 0.2 | -21 | -4 | 2 | -4 | -27
OCCn1c(-c2ccc(F)cc2)csc1=Nc1ccccc1 | 3 | 3 | 6 | 13 | 1.5 | -36 | -1 | 11 | 2 | -3
CCC(C)[C@H](N)c1cn([C@@H](CCCCN)C(=O)N2CCNCC2)nn1 (stereo partly drawn) | 27 | 0 | -5 | 5 | 0.4 | 14 | 0 | -3 | 1 | 3
COc1ccccc1OCCSc1nnc(C)n1-c1ccccc1 | 9 | -2 | 8 | -4 | 1.2 | -6 | 3 | -4 | -5 | -17
COc1ccccc1N(C(=O)CN1C(=O)c2ccccc2S1(=O)=O)C(C(=O)NCC1CCCO1)c1ccc(F)cc1 (stereo not drawn) | 14 | 0 | 12 | 14 | 0.1 | 16 | -1 | -8 | 0 | -6
Cc1ccc(NC(=S)N2CCN(Cc3ccccc3)CC2)cc1 | 1 | -2 | -6 | -1 | 1.8 | -17 | 0 | 9 | -5 | -24
COC(=O)c1ccc(N=C2S/C(=C\c3cc(C)n(-c4cccnc4)c3C)C(=O)N2C)cc1 | 12 | -2 | 0 | 8 | -0.1 | 8 | 0 | 2 | 2 | 9
O=C(O)CCc1nc2ccccc2c(=O)[nH]1 | 24 | 0 | 4 | -12 | -9.8 | 0 | 2 | -9 | -3 | 2
CN(c1ccc(OCC(=O)OCC(=O)Nc2ccc(F)cc2)cc1)S(=O)(=O)c1ccc(Cl)cc1 | 16 | 6 | -2 | -5 | 0.1 | 12 | 1 | -1 | 0 | -30
CCCN(CCC)Cc1c(C(=O)N/N=C/CCc2ccccc2)nnn1-c1nonc1N | 29 | 1 | -7 | 11 | -0.3 | 15 | 2 | -7 | 1 | 16
CSc1ncccc1C(=O)NCCc1ccccc1F | 7 | 1 | -22 | 10 | 0.0 | -15 | 1 | 0 | 4 | -35
N#CCCN1CCN(S(=O)(=O)c2ccc(S(=O)(=O)NC3CC3)cc2)CC1 | 17 | -8 | -2 | 9 | 0.4 | 7 | -2 | 2 | 9 | 22
Cc1ccc(NC(=O)COC(=O)CNC(=O)C2CCCCC2)c(Br)c1 | 6 | -4 | -21 | 11 | -0.5 | -44 | 0 | -7 | -3 | -4

(next part)
SMILES	AI-2 QS mod	HDAC3 inhib	HSF1 activator	Platelet DG rel	HIF act	aSyn 5UTR inh	HSP90 refold inh	HSF1 inhib	IEC-6 tox	KLF5 inhibitor
CC(=O)Nc1ccc(S(=O)(=O)NC(C)(C#N)C2CC2)cc1 (stereo not drawn)	-2	1	-8	-1	-0.2	16	0	-2	-3	-17
CCn1c(SCC(=O)c2ccc(NS(=O)(=O)c3ccccc3)cc2)nnc1-c1cccs1	26	18	2	-3	0.0	0	3	2	5	-31
COc1ccc(NC(=O)/C=C/c2cccc(F)c2)cn1	17	-6	20	2	2.7	-196	0	18	-2	-195
O=C(O)c1cccc(NC(=S)NC(NC(=O)c2cccc([N+](=O)[O-])c2)C(Cl)(Cl)Cl)c1 (stereo not drawn)	15	-5	-23	-2	0.0	-39	29*	-13	5	7
CC(C)C(=O)Nc1ncc(Cc2cccc(Cl)c2)s1	17	10	-3	-7	0.4	2	3	1	-1	6
O=C(Nc1ccccc1-c1nc2ccccc2s1)c1ccc(Br)o1	8	2	-12	-1	-0.1	-9	2	2	-1	-6
CC1CCCCN1C(=O)Cn1c(=O)n(-c2ccc(F)cc2)c(=O)c2sccc21 (stereo not drawn)	11	/	2	-1	-0.9	5	0	-7	1	-30
O=C(NCc1ccccc1)NC(=O)c1ccccc1	-38	5	-8	-7	1.4	-37	0	3	-2	-11
COc1ccc(CC(=O)Nc2ccccc2N2CCCC2)cc1	19	0	10	14	-0.2	15	1	-5	6	-20
COc1ccccc1N=Nc1ccc(O)c2ncccc12	12	4	-79	6	11*	37	12	-78*	4	75*
